Assay outcomes (PubChem BioAssay)
LDHA inh = LDHA (human) enzyme inhibition. P00338. purified LDHA, NADH/diaphorase-resazurin fluorescence; stronger effect = lower value. activity change, % (values are at about 110 or 230 µM). 480,000 compounds, 0.15% hits; in the data active = activity change below about -30%; inconclusive = mostly about -25% to -30%;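 also: plate controls were DMSO wells for no effect and wells without enzyme for full effect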
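Resorufin fluorescence (ex540/em590), read at 0 and 20 min after diaphorase/resazurin addition, reports the NADH left after a 5 min room-temperature reaction of 2 nM human LDH5 with 0.06 mM NADH and 0.2 mM pyruvate.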
D2 agonist = agonists of human D2 dopamine receptor. P14416. HEK293 T-REx D2 cells, calcium flux agonist mode. activation, % at 2 µM. 340,000 compounds, 0.53% hits. AID 485358;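 active = activation over 3 SD above normal in the single-dose calcium agonist read, cut at about 30% in these data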; also: 0% is about no effect
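Agonism scored from kinetic calcium signal (1 read/sec, 180 s) following compound pin transfer, after a 10 s baseline. Cells: HEK293 Trex line expressing inducible D2 receptor coupled to calcium, dye-loaded after overnight culture at 30 C.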
ERG Ets-DNA blk = ERG Ets/DNA interaction inhibition | 370,000 compounds, 0.028% hits | Potency, µM (titrated, usually from 76.9 µM), for inactives: top-dose FP activity, negative = inhibition, hits mostly inhibitors | AID 624246 | fluorescence polarization, His-ERG Ets domain / labelled DNA; active = well fitted inhibition curve with a large enough effect in the polarisation, with a control signal flat; inconclusive = small, poorly fitted or top-dose-only effect, or effect the other way, or a change in a side signal; inactive = no such curve, though single readings can be large or run the other way; the % refers to the polarisation;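 also: polarization taken with two DNA probes labelled with fluorescein and Texas red; potency is read from the fitted curve at half-maximal effect; % of control where 0% means no effect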
Target sequence (P11308 whole entry, looked up, the tested form may be a part): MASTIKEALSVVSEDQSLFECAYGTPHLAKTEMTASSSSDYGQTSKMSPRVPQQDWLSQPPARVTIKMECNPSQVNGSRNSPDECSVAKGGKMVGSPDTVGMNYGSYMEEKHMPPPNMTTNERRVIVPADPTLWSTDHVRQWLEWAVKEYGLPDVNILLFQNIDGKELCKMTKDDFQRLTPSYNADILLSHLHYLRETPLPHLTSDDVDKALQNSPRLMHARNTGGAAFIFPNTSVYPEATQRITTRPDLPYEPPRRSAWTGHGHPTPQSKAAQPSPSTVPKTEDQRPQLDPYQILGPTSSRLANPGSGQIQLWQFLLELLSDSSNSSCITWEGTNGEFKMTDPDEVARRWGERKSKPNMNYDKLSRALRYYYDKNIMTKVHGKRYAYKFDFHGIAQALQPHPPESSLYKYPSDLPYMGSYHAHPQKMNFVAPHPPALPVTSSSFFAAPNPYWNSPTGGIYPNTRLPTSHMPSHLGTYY
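His-tagged ERG Ets domain (1 uM in the protein solution; 300mM KCl, 50mM Tris-HCl, 1mM EDTA, 1mM DTT, pH 7.5) received compound, then a probe mix of 5 nM fluorescein-DNA and 100nM Texas-615-DNA. Fluorescence polarization was read for both dyes.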
Vif-A3G inh = blocks the Vif interaction with human APOBEC3G; Q9HC16; HeLa A3G-eYFP + Vif (tagged APOBEC3G with the HIV-1 protein that degrades it), YFP fluorescence, overnight; Potency, µM (highest dose often 46.1 µM), without a hit: top-dose activity, negative = active, usual class: inhibitors; 410,000 compounds, 0.076% hits;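 also: potency is read from the fitted curve at half-maximal effect; % is scaled to controls: 0 for no effect and ±100 for the full control effect; nearly all actives have a fitted effect of over 60% in size; hits raise eYFP signal because A3G escapes Vif-driven loss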
Target sequence (Q9HC16 whole entry, looked up): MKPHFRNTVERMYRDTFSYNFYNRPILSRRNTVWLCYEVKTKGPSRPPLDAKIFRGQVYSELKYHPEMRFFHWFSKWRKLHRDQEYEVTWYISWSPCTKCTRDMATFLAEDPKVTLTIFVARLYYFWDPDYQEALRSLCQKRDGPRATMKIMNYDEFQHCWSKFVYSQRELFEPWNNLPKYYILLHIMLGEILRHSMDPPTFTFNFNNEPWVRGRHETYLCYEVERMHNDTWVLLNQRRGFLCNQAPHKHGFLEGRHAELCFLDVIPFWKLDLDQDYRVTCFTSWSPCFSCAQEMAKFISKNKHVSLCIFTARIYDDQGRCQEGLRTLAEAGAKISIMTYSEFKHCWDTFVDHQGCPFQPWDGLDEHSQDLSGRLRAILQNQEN
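HeLa cells stably expressing Vif and C-terminally eYFP-tagged A3G, seeded overnight at 37 deg C, then exposed to compound by pintool overnight at 37 deg C. Rise in yellow fluorescence (Ex 488/Em 500-530, Acumen) marks blocked Vif-driven A3G degradation.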
D2 antagonist = antagonizes the human D2 dopamine receptor; P14416; HEK293 TREx D2 cells, calcium flux, dopamine EC80; inhibition, % at 10 µM; 340,000 compounds, 2% hits; in the data active = inhibition above about 30%; also: 0% is about no effect
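Inhibition of EC80 dopamine-driven calcium flux, recorded kinetically, defines activity here; cells are a tetracycline-induced HEK293 T-REx line expressing force-coupled D2.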
ALOX12 inh = ALOX12 (human) lipoxygenase inhibition; Potency, µM (top dose mostly 108 µM), inactives show at the top dose activity change, negative = inhibition, actives largely listed as inhibitors; 580,000 compounds, 1.1% hits; P18054; purified 12hLO, xylenol orange hydroperoxide absorbance; also: potency is read from the fitted curve at half-maximal effect; % is scaled to controls: 0 for no effect and ±100 for the full control effect
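Purified human 12hLO (150 nM final) in 25 mM Hepes, 0.01% Triton X-100, pH 7.0 was preincubated 15 min at room temperature with compound. Then 40 uM arachidonic acid was added, 30 min. Hydroperoxide was read by Fe-XO absorbance ratio 573/405 nm.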
Vif-APOBEC3F blk = blocks the Vif interaction with APOBEC3F | HeLa A3F-eYFP + Vif (tagged APOBEC3F with the HIV-1 protein that degrades it), YFP fluorescence increase | Potency, µM (titrated, usually from 46.1 µM), for the others: at the top dose activity, negative = active | 390,000 compounds, 0.2% hits | AID 602313; also: potency is read from the fitted curve at half-maximal effect; % of control where 0% means no effect; nearly all actives have a fitted effect of over 65% in size
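HeLa cells stably expressing Vif plus C-terminally eYFP-tagged A3F were seeded, incubated overnight at 37 deg C, dosed with compound, incubated overnight again at 37 deg C. Yellow fluorescence (Ex 488/Em 500-530) reported blocked Vif-mediated A3F-eYFP degradation.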
RGS4 inhibitor = human RGS4 inhibition; P49798; Transcreener GDP fluorescence polarization, RGS4-accelerated GTP hydrolysis; Potency, µM (top dose mostly 114 µM), without a hit: at the top dose activity change, negative = inhibition, most hits filed as inhibitors; 390,000 compounds, 0.039% hits; also: potency is read from the fitted curve at half-maximal effect; % is scaled to controls: 0 for no effect and ±100 for the full control effect; nearly all actives have a fitted effect of over 75% in size; some results filed as inactive show a strong effect at the top dose
Target sequence (P49798 whole entry, looked up): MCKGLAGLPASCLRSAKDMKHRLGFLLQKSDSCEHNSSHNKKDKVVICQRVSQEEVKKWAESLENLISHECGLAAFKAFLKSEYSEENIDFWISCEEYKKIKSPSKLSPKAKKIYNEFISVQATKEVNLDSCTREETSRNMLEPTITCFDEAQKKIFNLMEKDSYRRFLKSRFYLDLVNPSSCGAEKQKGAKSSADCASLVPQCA
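MLSMR compounds (23 nl, pin-transferred) preincubated 10 min at room temperature with a 500nM (2x) first reagent, then RGS4 at 900nM (2x) plus Transcreener GDP mix added; fluorescence polarization (620/688 nm) read before and after 90 min at 30 °C.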
Glioma ERSR ind = induces the endoplasmic reticulum stress response in human glioma cells; U87-MG GRP78 promoter luciferase reporter, 16 h; Potency, µM, without a hit: top-dose activation, hits mostly activators; AID 602332; 420,000 compounds, 0.02% hits; also: potency is read from the fitted curve at half-maximal effect; series mostly up to about 76 µM; % of control where 0% means no effect; nearly all actives have a fitted effect of over 35% in size
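ERSR induction read as luciferase luminescence (Bright-Glo, 10 min at room temperature) in stably transfected human U87-MG glioma cells exposed to compounds for 16 h, using GRP78 as sensor.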
An asterisk follows results filed as active; ? = inconclusive; nt = no result given; & = joins results of further samples; [ ] = dose if it differs, or a comment. Unless noted, calls follow the shape of the dose curve; as a rule, active = well fitted curve in the direction sought with a large enough effect; inconclusive = small, poorly fitted or top-dose-only effect, or another doubt; inactive = no such curve, though single readings can be large; an effect the other way counts as inactive or inconclusive.

entry	structure	LDHA inh	D2 agonist	ERG Ets-DNA blk	Vif-A3G inh	D2 antagonist
1	Cc1ccc(S(=O)(=O)Nc2nc(C)cc(N/N=C/c3ccc(O)cc3)n2)cc1	-8	0.3	9%	-11%	14
2	CCCc1nnc(NC(=O)CCC(=O)NCc2ccccc2Cl)s1	-8	0.7	10%	0%	-2
3	O=C1NCCCc2c1oc1ccc(O)cc21	-3	0.7	-5%	3%	-17
4	CC(C)C(=O)NCCc1nc(-c2ccccc2)no1	-15	nt	7%	-3%	nt
5	N#Cc1ccccc1OCC(=O)Nc1ccc2c(c1)OCCO2	1	0.0	-7%[15.4 µM]	-4%	-13
6	COc1ccc(N(CC(=O)NN=C2CCN(C)CC2)S(=O)(=O)c2ccccc2)c(OC)c1	0	0.1	-2%	7%	-34
7	CCN(C(=O)c1ccc(C(C)(C)C)cc1)c1nnc(Cn2nnc3ccccc32)s1	-3	1.8	-3%	-1%	9
8	CCn1cc(C(=O)NCCC(C)C)c(=O)c2cc(S(=O)(=O)N(C)C3CCCCC3)ccc21	1	0.9	-2%	-4%	nt
9	Cc1ccc(NC(=O)C(C)N2C(=O)c3ccccc3C2=O)nc1 (centres undefined)	-2	0.0	-6%	-1%	3
10	O=C1ON=C(c2ccccc2)/C1=C/c1ccc(-c2ccccc2[N+](=O)[O-])o1	-4	0.3	1%	?	-7
11	C=C(C)CN1C(=O)C(=O)N(CC(=C)C)C1=O	-11	90*	1%	-7%	-17
12	O=C1Nc2cc(C(=O)N3CCN(c4ccccn4)CC3)ccc2S/C1=C\c1ccccc1	-1	-1.4	5%	-3%	-9

entry	ALOX12 inh	Vif-APOBEC3F blk	RGS4 inhibitor	Glioma ERSR ind
1	-14%	-7%	20%	10%
2	?	-1%	59%[activator]	-2%
3	-1%	-2%	2%	0%
4	9%	5%	-7%	6%
5	-11%	0%	-6%	0%
6	17%	-29%	-3%	-1%
7	7%	0%	-1%[11.4 µM]	-2%
8	?	2%	-26%	-1%
9	-8%	8%	-5%	-3%
10	4µM*	0%	?	-12%
11	452%[activator]	-2%	6%	-2%
12	3%	-24%	-18%[56.9 µM]	0%

Printed as active in ALOX12 inh, of those listed so far:
entry | smiles | LDHA inh | ERG Ets-DNA blk | D2 antagonist | ALOX12 inh | RGS4 inhibitor | Glioma ERSR ind
10 | O=C1ON=C(c2ccccc2)/C1=C/c1ccc(-c2ccccc2[N+](=O)[O-])o1 | -4 | 1% | -7 | 4µM* | ? | -12%

(cont.)
entry	structure	LDHA inh	D2 agonist	ERG Ets-DNA blk	Vif-A3G inh	D2 antagonist
13	CCCc1nn(-c2cc(Cl)ccc2OC)c2c1C(=O)CC(C)(C)C2	-2&-1	-0.6	15%	-15%	12
14	C=CCn1cc(C(=O)NCCCN(CC)CC)c(=O)c2cc(S(=O)(=O)N3CCC(C)CC3)ccc21	-1	nt	7%	-1%	nt
15	C#CCOCCOCCOCCNc1nc(N2CCN(C(=O)CCCCCCCCCCNC(=O)[C@H](CCCCN)n3cc(C)nn3)CC2)nc(N2CCN(C(=O)CCCCCCCCCCNC(=O)[C@H](CO)n3cc(CCCSC)nn3)CC2)n1	-4	1.0	-3%	?	-18
16	O=C(Nc1c(-c2ccc(Cl)cc2)[nH][nH]c1=O)c1ccc(Br)cc1	3	nt	nt	-11%	nt
17	CN(C)/C=C/C(=O)c1ccc(Br)cc1	-2	3.5	3%	1%	-3
18	Cc1ccc(C)c(N2CCN(C(=O)CN3C(=O)c4ccccc4C3=O)CC2)c1	-3	1.1	6%	5%	16
19	COc1ccccc1C(=O)NCCC(=O)Nc1ccc(OC(F)(F)F)cc1	-5	nt	15%	-1%	nt
20	COc1ccc(C(=O)NNC(=O)c2cc3cc([N+](=O)[O-])ccc3oc2=O)cc1OC	0	-0.1	8%	-1%	8
21	COc1cccc(-c2nc(CS(=O)CC(=O)NCCc3ccc(C)cc3)c(C)o2)c1 (centres undefined)	-7&2	-1.8	-3%	3%	-9
22	O=C(CS(=O)CC(=O)N(CC(=O)NC1CCCC1)C1CCCC1)Nc1ccc(F)cc1 (centres undefined)	-2	0.9	2%	4%	-17
23	COc1nc(-c2ccccc2)ccc1-c1noc(-c2cccnc2)n1	1	0.8	11%	1%	-5
24	O=C(N/C(=C/c1ccco1)C(=O)N1CCCCCC1)c1ccccc1	-2	-0.1	9%	1%	6

entry	ALOX12 inh	Vif-APOBEC3F blk	RGS4 inhibitor	Glioma ERSR ind
13	3%&-6%	-5%	-9%	11%
14	-30%	1%	7%	-3%
15	nt	9%	?	-12%
16	?	nt	nt	-2%
17	7.9µM*	6%	8%	1%
18	-2%	1%	5%	0%
19	?	8%	6%	-6%
20	12%	1%	-9%	-4%
21	0%&19%	-13%	-8%	-4%
22	-1%	-20%	18%	-4%
23	-16%	5%	0%	-2%
24	13%	-16%	-25%	-5%

Next section
entry	structure	LDHA inh	D2 agonist	ERG Ets-DNA blk	Vif-A3G inh	D2 antagonist
25	O=C(Nc1ccnn1C1CCN(C2CCOCC2)CC1)c1cccc(F)c1	-3	1.1	-11%	-5%	-14
26	CCN(CC)C(=O)Cn1cc(SCC(=O)Nc2cc(C)on2)c2ccccc21	-5	0.9	2%	0%	6
27	Cc1cc(C)nc(SCc2nc(N)nc(-c3ccccc3O)n2)n1	-4	nt	4%	-5%	nt
28	CCc1ccc2occ(CC(=O)N(Cc3ccc(N(C)C)cc3)C3CCS(=O)(=O)C3)c2c1 (centres undefined)	8	-0.7	0%	-1%	nt
29	CCCC(=O)n1nc(NCc2ccc(OC)cc2)nc1NCc1ccc(OC)cc1	-15&2	0.0	1%	-10%	17
30	CCC12CN3CC(CC)(CN(C1)C3c1c[nH]c3ccccc13)C2=O (centres undefined)	-5	0.3	0%	2%	nt
31	COc1ccc(S(=O)(=O)N2CCOCC2)cc1NC(=O)CSc1ncccn1	-9	nt	0%	9%	nt
32	O=C(CN1C(=O)CSc2ccc(S(=O)(=O)N3CCOCC3)cc21)NCCCN1CCc2ccccc2C1	-6	1.2	0%	-5%	47*
33	CCNC(=S)N(Cc1cc2c(C)ccc(C)c2[nH]c1=O)C1CCCC1	-5	nt	-5%	-4%	nt
34	CC(OC(=O)c1cc(=O)[nH]c2ccccc12)c1ccccc1 (centres undefined)	-10	nt	6%	0%	nt
35	COc1ccc([N+](=O)[O-])cc1N(CC(O)CN1C(=O)NC(C)(C)C1=O)S(=O)(=O)c1ccc(C)cc1 (centres undefined)	-2	nt	nt	8%	nt
36	CCn1nnnc1SCC(=O)N1c2ccccc2NC(=O)CC1C (centres undefined)	-2	1.5	6%	2%	-16

entry	ALOX12 inh	Vif-APOBEC3F blk	RGS4 inhibitor	Glioma ERSR ind
25	-28%	-15%	26%	-1%
26	-15%	-15%	-3%	-5%
27	0%	nt	-23%	-5%
28	2%	4%	7%	-2%
29	-22%&-2%	-2%	4%	-2%
30	0%	0%	21%	-3%
31	2%	3%	1%	-3%
32	0%	7%	28%[56.9 µM]	0%
33	-21%	-10%	-29%	-3%
34	2%[57.4 µM]	-12%	16%	5%
35	-1%	-4%	nt	-4%
36	12%	1%	-10%	-5%

3 compounds out of the list above, ordered by their value in RGS4 inhibitor, falling:
item | structure | RGS4 inhibitor
34 | CC(OC(=O)c1cc(=O)[nH]c2ccccc12)c1ccccc1 (centres undefined) | 16%
26 | CCN(CC)C(=O)Cn1cc(SCC(=O)Nc2cc(C)on2)c2ccccc21 | -3%
27 | Cc1cc(C)nc(SCc2nc(N)nc(-c3ccccc3O)n2)n1 | -23%

(further entries)
entry	structure	LDHA inh	D2 agonist	ERG Ets-DNA blk	Vif-A3G inh	D2 antagonist
37	Cc1oc(-c2cccc(Cl)c2)[n+]([O-])c1C	4	nt	-6%	-5%	nt
38	CC(=O)Oc1ccc(C2=Cc3ccc(OC(C)=O)cc3OC2C)cc1 (centres undefined)	-6	nt	-3%	-28%	nt
39	NC(=O)C1CCN(c2nc(-c3cccnc3)cs2)CC1	1	nt	nt	-6%	nt
40	COc1ccc(CNc2ncccn2)cc1OC	-12	17	-16%	0%	-3
41	O=C(Nc1ccccc1-c1ccccc1)NC1CC2CCCC(C1)N2CCc1ccccc1 (centres undefined)	0	-0.2	1%	1%	8
42	COc1ccc(NC(=S)Nc2ccc(F)cc2)c(OC)c1	-1	nt	2%	1%	nt
43	Cc1noc(C)c1S(=O)(=O)N1CCC(C(=O)N2CCN(c3ccc(F)cc3)CC2)CC1	1	-0.1	0%	3%	-7
44	Cn1c(C(=O)O)c(CC(=O)Nc2ccc3c(c2)OCCO3)c2ccccc21	-5	0.1	-1%	-5%	9
45	OCCC1CN(Cc2cccn2-c2cccnc2)CCN1C1CCCCC1 (centres undefined)	-10	-1.3	0%	1%	2
46	Cc1ccc(NC(=O)c2ccc(OCc3c(C)noc3C)cc2)c(C)c1	-5	nt	-5%	-7%	nt

entry	ALOX12 inh	Vif-APOBEC3F blk	RGS4 inhibitor	Glioma ERSR ind
37	?	nt	?	0%
38	-11%	?	-1%	11%
39	?	2%	?	-4%
40	-1%	?	-5%	-1%
41	-5%	-3%	10%	0%
42	0%	-11%	-3%	-1%
43	nt	0%	-15%	-5%
44	0%	-4%	8%	-5%
45	-6%	6%	-3%	-4%
46	4%	1%	-7%	-2%

These rows are one share of the data (hit frequency here may not be typical).
